# RXFP1 agonist: activates the human relaxin receptor RXFP1. HEK293T-RXFP1 cAMP TR-FRET, 30 min; response scale: percent of porcine relaxin response, buffer zero. Potency, µM (doses to about 57.5 µM), for inactives: top-dose activation, hits mostly activators. 370,000 compounds, 0.3% hits; note: potency is the fitted concentration of half-maximal effect; % is set by controls: 0 for no effect and ±100 for the full control effect; nearly all actives have a fitted effect of over 60% in size; many of its hits are not listed in these tables
#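 Agonist response is measured as cAMP accumulation in an RXFP1-transfected HEK293T line under PDE4 inhibition. Values are scaled between buffer-only and 29 nM porcine relaxin, and EC50s come from standard Hill equation fits.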
# Vif-A3G inh: blocks the Vif interaction with human APOBEC3G; Q9HC16; AID 602310; Potency, µM (top dose mostly 46.1 µM), inactives show top-dose activity, negative = active, hits mostly inhibitors; 410,000 compounds, 0.076% hits; HeLa A3G-eYFP + Vif (tagged APOBEC3G with the HIV-1 protein that degrades it), YFP fluorescence, overnight;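 note: potency is the fitted concentration of half-maximal effect; % is set by controls: 0 for no effect and ±100 for the full control effect; nearly all actives have a fitted effect of over 60% in size; hits raise eYFP signal because A3G escapes Vif-driven loss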
# Target sequence (Q9HC16 whole entry, looked up): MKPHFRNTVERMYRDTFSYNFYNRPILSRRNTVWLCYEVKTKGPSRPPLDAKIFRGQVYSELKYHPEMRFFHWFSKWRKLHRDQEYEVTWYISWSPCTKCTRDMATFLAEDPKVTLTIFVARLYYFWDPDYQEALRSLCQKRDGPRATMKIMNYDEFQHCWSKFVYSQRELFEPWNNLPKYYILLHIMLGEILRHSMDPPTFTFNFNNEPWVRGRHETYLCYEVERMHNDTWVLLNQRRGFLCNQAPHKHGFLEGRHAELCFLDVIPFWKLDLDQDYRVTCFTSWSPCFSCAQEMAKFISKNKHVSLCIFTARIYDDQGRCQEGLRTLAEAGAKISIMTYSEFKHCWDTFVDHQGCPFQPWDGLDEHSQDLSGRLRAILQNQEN
#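 Read-out is eYFP fluorescence (Ex 488/Em 500-530) from Vif-expressing HeLa A3G-eYFP cells; more signal means A3G escaped Vif-mediated degradation. Cells plated overnight, compound pinned in, incubated overnight at 37 deg C.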
# RXFP1 antagonist: RXFP1 (human) relaxin receptor antagonism; Q9HBX9; HEK293-RXFP1, relaxin-stimulated cAMP HTRF, 30 min; active compounds read low; activity change, negative = inhibition, % at 57.5 µM; 350,000 compounds, 0.59% hits; AID 1259400;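 active = activity change of -60% or lower, but not beyond a set lower limit; inconclusive = change between -60% and -40%, or beyond the set limit; inactive = change above -40%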; note: % is set by controls: 0 for no effect and ±100 for the full control effect
# D1 agonist: activates the human D1 dopamine receptor. P21728. HEK293 T-REx D1 cells, calcium flux, agonist mode. activation, % at 2 µM. 360,000 compounds, 1% hits. AID 504660; in the data active = activation above about 30%; note: 0% is about no effect
#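 Inducible HEK293 T-REx D1 cells, force-coupled to calcium signalling, were plated at 4000 cells/well with tetracycline and held overnight at 30 C. After no-wash calcium dye loading, compound-evoked calcium rise over 180 s flagged agonists.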
# D1 antag: human D1 dopamine receptor antagonism; AID 504652; 360,000 compounds, 3.2% hits; P21728; HEK293 TREx D1 cells, calcium flux, dopamine EC80; active compounds read low; activity change, negative = inhibition, % at 10 µM; in the data active = activity change below about -30%; note: % is set by controls: 0 for no effect and ±100 for the full control effect
#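 Allosteric or orthosteric antagonism assessed as attenuation of the calcium response to EC80 dopamine, added 180 s after compound, in induced HEK293 Trex D1 cells loaded with no-wash calcium dye.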
# Glioma ERSR ind: ER stress response induction in glioma | Potency, µM, inactives show at the top dose activation, most hits filed as activators | U87-MG GRP78 promoter luciferase reporter, 16 h | 420,000 compounds, 0.02% hits | AID 602332; note: potency is the fitted concentration of half-maximal effect; series mostly up to about 76 µM; % of control where 0% means no effect; nearly all actives have a fitted effect of over 35% in size
#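 Stably transfected U87-MG glioma cells carrying a GRP78-based luciferase sensor; 16 h compound incubation. Luminescence end-point read 10 min after Bright-Glo addition at room temperature.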
# D2 potentiator: D2 dopamine receptor (human) potentiation; P14416; HEK293 T-REx D2, calcium flux, EC20 dopamine potentiation; potentiation, % at 10 µM; 340,000 compounds, 0.34% hits;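 active = potentiation over 3 SD above the plate norm, cut at about 30% in these data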; note: 0% is about no effect
# Target sequence (P14416 whole entry, looked up): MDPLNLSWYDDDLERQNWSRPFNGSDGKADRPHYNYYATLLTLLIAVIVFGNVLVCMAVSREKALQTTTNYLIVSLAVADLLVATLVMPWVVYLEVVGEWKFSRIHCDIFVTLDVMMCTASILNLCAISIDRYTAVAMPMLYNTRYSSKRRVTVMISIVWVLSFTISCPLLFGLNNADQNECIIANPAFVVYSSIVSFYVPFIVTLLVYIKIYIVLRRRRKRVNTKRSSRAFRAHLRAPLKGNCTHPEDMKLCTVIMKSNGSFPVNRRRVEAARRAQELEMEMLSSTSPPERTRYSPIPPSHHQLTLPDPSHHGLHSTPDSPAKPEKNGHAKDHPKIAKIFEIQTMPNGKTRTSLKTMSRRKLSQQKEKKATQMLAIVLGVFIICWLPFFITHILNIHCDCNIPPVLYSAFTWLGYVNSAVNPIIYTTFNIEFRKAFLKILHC
#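 Potentiation of an EC20 dopamine calcium response is measured in a force-coupled, tetracycline-inducible Hek293 Trex D2 line. Compound-only kinetic reads over 180 s flag agonists before dopamine addition.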
# D1 PAM: enhances dopamine response at the human D1 receptor. HEK293 TREx D1 cells, calcium flux, dopamine EC20 potentiation. 360,000 compounds, 0.036% hits. potentiation, % at 10 µM; in the data active = potentiation above about 30%; note: 0% is about no effect
# Vif-A3F inh: Vif-A3F binding inhibition; HeLa A3F-eYFP + Vif (tagged APOBEC3F with the HIV-1 protein that degrades it), YFP fluorescence increase; Potency, µM (highest dose often 46.1 µM), for inactives: at the top dose activity, negative = active; 390,000 compounds, 0.2% hits; AID 602313; note: potency is the fitted concentration of half-maximal effect; % of control where 0% means no effect; nearly all actives have a fitted effect of over 65% in size
#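 HeLa cells stably expressing A3F-eYFP plus Vif, plated and incubated overnight at 37 deg C, then exposed to compounds overnight at 37 deg C. Blocked degradation read as raised yellow fluorescence (Ex 488/Em 500-530).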
# Starred values were filed as active, the others as inactive; ? = inconclusive; . = not tested or not shown; & = joins results of further samples. Unless noted, calls come from the whole dose curve; as a rule, active = well fitted curve in the direction sought with a large enough effect; inconclusive = small, poorly fitted or top-dose-only effect, or another doubt; inactive = no such curve, though single readings can be large; an effect the other way counts as inactive or inconclusive. Not all compounds are listed. The share of hits here may be higher or lower than overall.
# Value order – RXFP1 agonist | Vif-A3G inh | RXFP1 antagonist | D1 agonist | D1 antag | Glioma ERSR ind | D2 potentiator | D1 PAM | Vif-A3F inh
[1] O=C(COc1ccc(F)c(Cl)c1)N1CCCCCCC1
→ -0.8% | -1.1% | -12.4 | -2.5 | -16.7 | 5.2% | 10.4 | -0.5 | -4.2%
[2] COc1ccc(C2CC(c3cccs3)=NN2C(=O)CCC(=O)O)cc1 (configuration not stated)
→ 0.3% | 0.6% | -5.1 | 1.6 | 3.7 | 0.4% | 12.6 | -8.9 | -16.3%
[3] CN(C)S(=O)(=O)c1ccc(C(=O)/C=C/c2cccnc2)cc1
→ -2.2% | -5.6% | 3.6 | 1.8 | -2.7 | -3.6% | . | -3.0 | -8.7%
[4] N#CCCn1cc(C(=O)Nc2ccccc2Br)c(-c2cccs2)n1
→ 5.2% | -22.6% | -7.8 | -1.2 | 5.3 | -1.9% | 13.2 | -7.0 | -15.7%
[5] Oc1ccccc1N1CCN(Cc2ncc(-c3ccccc3)o2)CC1
→ 0.7% | -0.9% | -12.1 | 20.2 | 9.5 | -1.9% | -34.7 | -2.1 | -1.1%
[6] CC(=O)OCC(=O)c1c[nH]c2ccccc12
→ -2.6% | -3.0% | -13.8 | 0.3 | 11.5 | -0.8% | 13.0 | -5.8 | 0.7%
[7] COc1ccc(CC(=O)N/N=C(/C)c2ccco2)cc1
→ -0.3% | 1.3% | -8.1 | 0.4 | 4.7 | -0.2% | -3.5 | 0.1 | -1.1%
[8] CCC(=O)OCc1cnc(C)c2oc(=O)c(C(=O)Nc3ccccc3C(F)(F)F)cc12
→ 1.4% | ? | -1.3 | -0.8 | 1.0 | -4.0% | -14.7 | -0.3 | ?
[9] CCOC(=O)C1(Cc2ccc(OC)cc2)CCN(C(=O)CN2CCOC2=O)CC1
→ -0.5% | -6.4% | -0.5 | -0.1 | 19.5 | 0.4% | . | -2.8 | 2.0%
[10] CC(C)Cn1c(N)c(C(=O)COC(=O)c2ccccc2Cl)c(=O)n(C)c1=O
→ 1.2% | 0.1% | -7.3 | 9.4 | 7.0 | -5.4% | 7.8 | -2.9 | 1.4%
[11] Cc1ccccc1OCC(=O)Nc1cccc(C(=O)O)c1
→ -0.1% | 0.3% | -1.2 | -0.3 | . | -13.1% | -2.2 | -2.0 | -39.2%
[12] Cc1cccc(NC(=O)C2C3CCCCC32)c1 (configuration not stated)
→ 0.6% | 2.0% | 3.2 | 1.2 | -20.0 | 9.7% | . | -2.3 | -4.3%
[13] CC(C)OC(=O)c1c(N)sc2c1CCCC2
→ . | -1.1% | -21.8 | . | . | 0.3% | . | . | -4.8%
[14] CC(C)C(=O)Nc1ccc(S(=O)(=O)Nc2ccccn2)cc1
→ 0.2% | -6.2% | 10.5 | 2.5 | 20.5 | -7.2% | 10.6 | 5.2 | 6.9%
[15] O=C1C(=O)N(CCc2c[nH]c3ccccc23)C(c2cccnc2)/C1=C(/O)c1ccccc1 (configuration not stated)
→ 14.1% | . | . | -0.1 | -0.5 | . | 2.3 | -0.8 | .
[16] COc1ccc(-n2c(SCC(=O)NCc3ccccc3)nc3n[nH]c(C)c3c2=N)cc1
→ 10.4% | 7.3% | -27.7 | 2.5 | -16.1 | -3.6% | -5.6 | 3.1 | -4.1%
[17] CCc1ccc(NC(=O)c2ccc3c(c2)nnn3CC)cc1
→ -0.2% | 0.1% | -2.2 | 15.2 | -1.5 | -1.0% | -3.4 | 0.8 | 3.6%
[18] O=C(c1ccc(Br)cc1)c1cc([N+](=O)[O-])ccc1N1CCOCC1
→ 0.4% | ? | 5.3 | -1.4 | 23.4 | -2.6% | -1.7 | -4.1 | -5.8%
[19] COc1cccc(CN(C(=O)c2cc3ccccc3oc2=O)C2CC2)c1
→ -0.2% | -1.7% | -0.3 | 1.2 | -1.6 | 5.1% | 14.0 | -2.6 | -3.4%
[20] CCOc1cc(C(C(=O)NCC2CCCO2)N(C(=O)Cn2nnc3ccccc32)c2ccc(C(C)=O)cc2)ccc1O (configuration not stated)
→ 5.5% | 2.2% | -10.0 | -2.4 | 5.5 | 1.0% | -0.7 | -2.6 | -0.7%
[21] O=C(c1cc(C2CC2)nn1-c1ccccc1)N1CCN(Cc2ccccc2F)CC1
→ -1.4% | 0.5% | -27.9 | 1.8 | 1.5 | 1.1% | -33.3 | 3.5 | -23.0%
[22] COc1cccc(NC(=O)c2c([N+](=O)[O-])cnn2C)c1
→ -1.8% | -9.7% | -4.3 | 7.9 | -6.3 | -3.7% | -26.6 | -2.5 | 1.4%
[23] CC(=NO)C1(C)CC=CCC1CO (configuration not stated)
→ . | 1.7% | 2.1 | . | . | -5.9% | . | . | -6.8%
[24] O=c1cc(CSc2nc3ccccc3[nH]2)c2ccccc2[nH]1
→ 2.0% | -1.4% | 23.5 | 4.9 | -1.1 | 5.9% | -12.3 | 3.8 | 1.2%
[25] COCC(C)N1CCC(Oc2ccc(C(=O)NCc3ccccn3)cc2)CC1 (configuration not stated)
→ -0.9% | 0.3% | 2.8 | 1.8 | -0.2 | 1.7% | 0.3 | 0.4 | -22.1%
[26] COc1cccc(/C=N/Nc2nnc(C)n2N)c1O
→ -5.2% | -4.9% | -9.2 | 1.9 | 1.0 | -3.9% | -3.0 | 0.1 | -1.5%
[27] CN(CC(=O)Nc1ccccc1Cl)C(=O)COC(=O)C1CCN(c2ccc(C(F)(F)F)cn2)CC1
→ 2.5% | -0.1% | -12.7 | 5.4 | 1.8 | -5.9% | -4.0 | -6.5 | 3.8%
[28] Cc1ccc(S(=O)(=O)N2C[C@]3(O)C[C@@H]4C(=O)N(c5ccccc5)C(=O)[C@@H]4C[C@]3(OC(=O)NC3CCCC3)C2)cc1
→ . | 3.3% | 6.5 | . | . | -6.3% | . | . | -6.2%
[29] Cc1c(C#N)c2ncn(Cc3ccccn3)c(=O)c2n1-c1ccccc1
→ 1.8% | 0.1% | 6.8 | 1.1 | -19.6 | -2.1% | 2.7 | 4.5 | 0.3%
[30] Cc1cccc(NC(=O)CNC(=O)c2cn(Cc3ccccc3)nc2-c2cccnc2)c1C
→ 1.3% | 5.1% | 1.4 | 2.3 | 4.0 | -3.1% | -1.6 | . | 2.6%

# Value order – RXFP1 agonist | Vif-A3G inh | RXFP1 antagonist | D1 agonist | D1 antag | Glioma ERSR ind | D2 potentiator | D1 PAM | Vif-A3F inh
[31] Cc1ccc(C)c(NC(=O)CSc2nnc(CCCCCNC(=O)OC(C)(C)C)o2)c1
→ 0.0% | -1.2% | 7.1 | 35.7* | -17.2 | -0.3% | 4.7 | -1.4 | -6.9%
[32] CN(C)S(=O)(=O)c1cccc(NC(=O)CNc2cccc(S(=O)(=O)N3CCCCC3)c2)c1
→ . | 1.2% | 0.0 | . | . | -2.3% | . | . | -1.2%
[33] COc1ccc(CCNC(=O)CCc2c(C)nc3c(-c4ccc(F)cc4)c(C)nn3c2C)cc1OC
→ -1.0% | 1.8% | . | 0.4 | 6.5 | -1.6% | 9.7 | -2.6 | 4.2%
[34] O=C(CN1C(=O)COc2ccc(S(=O)(=O)N3CCOCC3)cc21)NCc1ccccn1
→ 0.6% | 0.2% | -0.3 | 1.2 | 4.5 | -5.7% | 6.9 | -1.6 | 8.1%
[35] COc1ccc(-c2cc(C(=O)Nc3cnn(Cc4ccccc4C)c3)no2)cc1OC
→ 1.7% | -1.0% | 5.0 | 2.0 | -0.2 | -3.7% | 1.2 | 1.4 | -25.2%
[36] CC(C)(c1ccccc1)c1ccc(OCC2CO2)cc1 (configuration not stated)
→ -2.1% | 1.4% | -23.4 | 5.9 | -0.2 | 3.4% | 14.5 | . | -6.7%
[37] CC1CCc2onc(C(=O)Nc3ccc(Cl)cc3)c2C1 (configuration not stated)
→ -0.2% | 3.0% | 5.2 | 1.5 | 10.1 | 1.0% | -3.0 | 5.5 | -8.8%
[38] CCc1ccc(C(=O)NC(CC(C)C)C(=O)O)cc1 (configuration not stated)
→ -0.7% | 2.5% | -9.6 | 1.9 | 8.7 | -3.8% | 4.4 | -7.5 | 6.1%
[39] C=CCn1c(SCC(=O)Nc2ncc(Cc3cc(Cl)ccc3Cl)s2)nnc1-c1ccncc1
→ 10.6% | 3.8% | -20.0 | 1.3 | 8.4 | -1.8% | 17.2 | 2.2 | -4.9%
[40] CCCN(C(=O)COC(=O)C12CCC(=O)N1c1ccccc1S2)c1c(N)n(Cc2ccccc2)c(=O)[nH]c1=O (configuration not stated)
→ -1.7% | 2.2% | 4.4 | 0.6 | 1.0 | -6.9% | -3.1 | 1.9 | -2.2%
[41] Cc1onc(-c2ccccc2)c1C(=O)N1CCCSC1=Nc1ccccc1
→ -0.3% | 0.8%&1.1% | 2.3&-2.8 | 7.1 | 10.9 | -1.7%&-6.1% | 13.4 | 0.1 | -5.6%&7.2%
[42] COc1ccc(Cl)cc1NC(=S)N1CCN(C(=O)c2ccco2)CC1
→ 1.0% | 2.1% | -9.1 | 0.7 | 3.8 | -3.8% | 0.0 | 4.3 | -0.3%
[43] CCOc1ncccc1C(=O)Nc1ccc2nc(C)sc2c1
→ ? | 3.1% | 19.8 | -0.6 | 13.0 | 3.3% | 0.3 | 1.3 | ?
[44] CCOC(=O)c1cc2c(ccn2C)n1Cc1ccc(C#N)cc1
→ -0.7% | -3.4% | 4.5 | 2.7 | 2.0 | -1.9% | 0.8 | -6.3 | -4.7%
[45] COc1cccc(-n2cc(C(=O)OCc3ccc(F)c(F)c3)c3ccccc3c2=O)c1
→ 2.4% | 1.6% | -15.3 | 3.0 | 12.5 | -2.8% | 16.1 | 3.6 | 7.4%
[46] CCCCn1c(SCC(=O)Nc2nc(C)cs2)nnc1-c1cccnc1
→ -0.9% | -5.6% | 5.0 | 1.2 | -3.9 | -4.3% | -1.9 | 2.2 | 1.0%
[47] Cc1ccc(-c2nc3ncccn3c2NC2CCCC2)o1
→ -1.4% | 3.5% | 3.7 | -3.2 | -2.2 | 1.8% | 2.1 | -4.8 | -4.7%
[48] Cc1nc(C)c(C(=O)NCc2ccccc2Cl)o1
→ -0.5% | 4.3% | 2.8 | 18.6 | -6.8 | 2.6% | -7.0 | -3.5 | -6.4%
[49] CS(=O)(=O)c1ccc(Cl)c(NC(=O)CSc2nncn2-c2ccccc2)c1
→ 3.9% | 1.1% | 5.6 | 2.6 | -11.3 | -0.7% | 1.6 | 4.0 | 12.1%
